# S2 tox – viability counter-screen for ATXN expression inhibitors; S2 cells (HEK-293 line with an ATXN2-luciferase reporter) viability, CellTiter-Fluor protease fluorescence, 24 h; 0.49% of 400,000 active; Potency, µM (doses to about 56.7 µM), actives largely listed as cytotoxic; also: potency is read from the fitted curve at half-maximal effect; nearly all actives have a fitted effect of over 40% in size
# Nrf2 activator – Nrf2 pathway activation. AREc32 ARE-luciferase reporter (MCF7-derived line), luminescence, 24 h. Potency, µM (series often up to 46.1 µM), inactives show at the highest dose activation, most hits filed as activators. 0.31% of 410,000 active. AID 624171; also: potency is read from the fitted curve at half-maximal effect; % of control where 0% means no effect; nearly all actives have a fitted effect of over 65% in size
#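 Cells of the AREc32 ARE-luciferase line are plated in OPTI-MEM containing 5% FBS and left overnight at 37 deg C. Compounds are pinned in, incubation continues 24 hr, and firefly luciferase signal is then measured.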
# HepG2 viability – counter-screen for TGF-b inhibitors: cytotoxicity in HepG2 cells; Potency, µM (highest dose often 46.1 µM), for inactives: top-dose activity change, negative = cytotoxicity, actives largely listed as cytotoxic; HepG2 CAGA-GFP viability, ATP luminescence, 18 h; 0.76% of 410,000 active; also: potency is read from the fitted curve at half-maximal effect; some results filed as inactive show a strong effect at the top dose
#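 HepG2 CAGA-GFP cells (1000/well, DMEM with 1% FBS) received compound, then TGF-beta at 500 pg/mL final, and were incubated 18 hours at 37 degrees C. Viability was read by CellTiter-Glo luminescence. Media-only wells were set as complete cell-killing and DMSO as no toxicity.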
# IL2 activator – IL-2 activation; IL-2 activation reporter assay, cell-based qHTS; stimulated with anti-CD3/CD4/CD28 beads; in transgenic mouse T cells; activation, % (series mostly up to about 46 µM); 0.065% of 360,000 active; in the data active = activation above about 50%; inconclusive = mostly about 30% to 49%; also: 0% is about no effect
#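 EGFP and DsRed fluorescence is measured by plate cytometry in unstimulated transgenic mouse T cells exposed to compound for 60 minutes, then stimulated 18 hours at 37 degrees C with anti-CD3/anti-CD4 beads plus anti-CD28.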
# A549 viability – A549 cytotoxicity, counter-screen for Nrf2 inhibitors; A549 ARE-Fluc cells, CellTiter-Fluor viability, 18-24 h; Potency, µM (highest dose often 46 µM), without a hit: top-dose activity change, negative = cytotoxicity, most hits filed as inhibitors; 0.16% of 390,000 active; also: potency is read from the fitted curve at half-maximal effect; % is scaled to controls: 0 for no effect and ±100 for the full control effect
#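 Cytotoxicity counterscreen: CellTiter-Fluor fluorescence was measured in A549 ARE_Fluc cells after 18-24 h of compound exposure in a concentration series. The subsequent BugLite luminescent read reports ARE-luciferase activity.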
# Nrf2 block – blocks Nrf2 signaling; Potency, µM (highest dose often 46 µM), for the others: at the top dose activity change, negative = inhibition, actives largely listed as inhibitors; A549 ARE-Fluc reporter, luciferase luminescence, 18-24 h; AID 504444; 2.1% of 360,000 active; also: potency is read from the fitted curve at half-maximal effect; % is scaled to controls: 0 for no effect and ±100 for the full control effect; nearly all actives have a fitted effect of over 60% in size
#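 Two sequential reads on A549 ARE_Fluc cells exposed to compound for 18-24 h: a CellTiter-Fluor fluorescence read for viability, then a luciferase luminescence read for Nrf2/ARE activity.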
# EPAC2 agonist – EPAC2 (human) agonism | Q8WZA2 | EPAC2 activation, biochemical qHTS; response scale: 100% = 6.5 mM cAMP response | Potency, µM (top dose mostly 154 µM), for inactives: top-dose activation, hits mostly activators | 0.079% of 360,000 active | AID 720711; also: potency is read from the fitted curve at half-maximal effect; nearly all actives have a fitted effect of over 50% in size
# Target sequence (Q8WZA2 whole entry, looked up): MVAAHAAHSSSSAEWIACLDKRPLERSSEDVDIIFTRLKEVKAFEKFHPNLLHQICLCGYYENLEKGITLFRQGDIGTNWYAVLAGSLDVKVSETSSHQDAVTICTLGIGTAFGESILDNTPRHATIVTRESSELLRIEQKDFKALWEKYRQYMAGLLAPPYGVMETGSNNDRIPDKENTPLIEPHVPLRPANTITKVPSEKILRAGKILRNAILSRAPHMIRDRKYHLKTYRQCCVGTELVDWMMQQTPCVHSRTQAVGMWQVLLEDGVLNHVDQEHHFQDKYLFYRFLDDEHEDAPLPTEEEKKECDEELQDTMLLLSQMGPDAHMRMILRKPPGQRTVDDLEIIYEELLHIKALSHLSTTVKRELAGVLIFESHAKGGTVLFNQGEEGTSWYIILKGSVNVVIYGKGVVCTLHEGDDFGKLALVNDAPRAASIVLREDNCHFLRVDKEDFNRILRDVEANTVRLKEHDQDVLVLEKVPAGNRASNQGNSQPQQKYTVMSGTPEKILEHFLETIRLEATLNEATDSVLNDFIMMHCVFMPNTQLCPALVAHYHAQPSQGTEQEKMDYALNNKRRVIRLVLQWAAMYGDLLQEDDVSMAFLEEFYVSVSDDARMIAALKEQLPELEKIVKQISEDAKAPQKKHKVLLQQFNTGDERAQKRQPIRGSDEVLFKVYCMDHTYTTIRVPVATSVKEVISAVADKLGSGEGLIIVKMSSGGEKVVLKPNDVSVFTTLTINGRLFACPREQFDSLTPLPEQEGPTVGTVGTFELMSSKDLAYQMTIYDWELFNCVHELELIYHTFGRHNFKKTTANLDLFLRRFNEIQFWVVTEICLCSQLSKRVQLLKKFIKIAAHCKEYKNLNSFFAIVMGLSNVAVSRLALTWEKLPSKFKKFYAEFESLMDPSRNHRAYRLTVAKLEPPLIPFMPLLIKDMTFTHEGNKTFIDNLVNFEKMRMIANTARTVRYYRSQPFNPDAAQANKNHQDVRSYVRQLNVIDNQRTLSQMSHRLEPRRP
#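 Fluorescence exchange assay: 100 nM EPAC2 with 250 nM RAP1B-BODIPY-GDP and 50 uM GDP; compounds tested as a concentration-titration series (qHTS). Loss of Rap1-bound BODIPY-GDP fluorescence read at 480/540 nm; data normalized to 6.5 mM cAMP.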
# ATXN2 expr inh – inhibitors of ATXN2 expression. HEK-293 ATXN2-luciferase reporter, luminescence, 24 h. Potency, µM (highest dose often 57 µM), inactives show at the top dose activity change, negative = inhibition, hits mostly inhibitors. 0.72% of 360,000 active. AID 1745845; also: potency is read from the fitted curve at half-maximal effect; % is scaled to controls: 0 for no effect and ±100 for the full control effect; nearly all actives have a fitted effect of over 55% in size
#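 ATXN2-luciferase reporter cells (luciferase flanked by upstream and downstream ATXN2 gene portions) were treated 24 h at 37 °C with compounds at up to 57 uM. SteadyGlo luminescence gave expression; GF-AFC fluorescence gave viability.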
# TGFb inhibitor – inhibitors of TGF-b signaling. HepG2 CAGA-GFP TGF-b/SMAD3 reporter, GFP fluorescence, 18 h; TGF-beta stimulated, 500 pg/mL final. Potency, µM (series often up to 46.1 µM), for the others: at the highest dose activity, negative = inhibition, most hits filed as inhibitors. 1.2% of 410,000 active. AID 588855; also: potency is read from the fitted curve at half-maximal effect; % is scaled to controls: 0 for no effect and ±100 for the full control effect; nearly all actives have a fitted effect of over 65% in size
#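 Smad-responsive CAGA-GFP expression was quantified in HEPG2 cells exposed to compounds and 500 pg/mL final TGF-beta for 18 h at 37 degrees C; unstimulated wells defined full inhibition.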
# An asterisk follows results filed as active; i = inactive; u = inconclusive; x = not tested or not shown; & = joins results of further samples; [ ] = dose if it differs, or a comment. Unless noted, calls follow the shape of the dose curve; as a rule, active = well fitted curve in the direction sought with a large enough effect; inconclusive = small, poorly fitted or top-dose-only effect, or another doubt; inactive = no such curve, though single readings can be large; an effect the other way counts as inactive or inconclusive. An excerpt; the hit share may differ from the screen's.
SMILES,S2 tox,Nrf2 activator,HepG2 viability,IL2 activator,A549 viability,Nrf2 block,EPAC2 agonist,ATXN2 expr inh,TGFb inhibitor
C[C@]12CCC3C(CC[C@H]4C[C@H](O)CC[C@]34C)C1C[C@H](O)[C@@H]2O (stereo not given in full),i,-0.2%,-8%,0.5,2%,5%,5%,9%,10%
C=CCn1c(O)c(C(C)=NCc2ccc3c(c2)OCO3)c(=O)[nH]c1=O,i,3.3%,-126%,2.1,3%,21µM*,4%,-18%,-3%
Cn1c(O)c(C=Nc2ccccc2Sc2ccccc2)c(=O)n(C)c1=O,i,-0.1%,0%,0.5,-2%,4%,13%,3%,3%
COC(=O)CCCC(NC(=S)N1CC2C[C@@H](C1)Cn1c2cccc1=O)C(=O)OC (stereo not given in full),i,0.3%,9%,-0.2,-2%,3%,17%,6%,13%
CSc1ccc(C(c2c(O)c3ccccc3oc2=O)c2c(C)n(C)n(-c3ccccc3)c2=O)cc1 (stereo not given),i,-0.3%&-1.3%,3%&0%,-2.2,0%&-24%,5%,6%,-11%&-11%,u
Fc1ccc(CNCCc2ccccc2F)cc1,i,0.3%,-3%,-0.1,13%,-1%,-2%,2%,0%
C[C@H]1COC(=O)[C@@H](Cc2ccc(F)cc2)CC/C=C/C[C@H](CC(=O)N(CCO)Cc2ccccc2)C(=O)N1,i,2.7%,-7%,-0.1,9%,10%,7%,-15%,0%
Cc1ccc(N2C(=O)/C(=C/N3CCN(C(=O)c4ccco4)CC3)C(=O)NC2=S)cc1C,i,0.3%,-1%,0.6,-27%,u,6%,4%,3%
CN1CCN(c2ncnc3c2cnn3C)CC1,i,0.2%,-6%,0.6,-6%,7%,8%,x,6%
CCC/C(=N\O)c1c[nH]c2ccccc12,i,3.2%,-4%,0.5,3%,u,6%,6%,2%
C=CC1CN2CCC1CC2C(OC(C)=O)c1ccnc2ccc(OC)cc12 (stereo not given),i,0.2%,-27%,-1.6,5%,2%,7%,-16%,1%
Cc1cccn2c(NCC3CCCO3)c(C(C)C)nc12 (stereo not given),i,-0.8%,3%,-0.5,x,9%,7%,-7%,0%
O=c1[nH]c(=S)n(Cc2ccc(F)cc2)c(O)c1C=NCC1CCCO1 (stereo not given),x,-0.5%,-11%,1.3,-3%,-6%,6%,x,u
COc1ccc2c(CCN)c[nH]c2c1,i,0.4%,1%,-0.6,-3%,15%,-5%,2%,-2%
COc1ccc(/C=C2\C(=O)NC(=S)N(C)C2=O)cc1C,i,-0.4%,-16%,-0.5,4%,u,-4%,-13%,4%
COc1ccc(Cl)cc1NC(=O)C1CCN(c2nnc(C)c3c(C)n(-c4ccccc4)nc23)CC1,x,0.1%,-26%,x,7%,18%,x,x,u
C[C@@H]1CN([C@H](C)CO)C(=O)c2c(c3ccccc3n2C)-c2ccccc2CO[C@H]1CN(C)Cc1ccc(-c2ccccc2)cc1,u,-1.9%,-48%,-4.6,x,x,4%,u,u
c1ccc2nc(OCCN3CC3)ccc2c1,i,1.6%,-32%,-0.7,-7%,-21%,6%,-15%,3%
CCOC(=O)CC(NC(=O)C(Cc1ccc(N(CCCl)CCCl)cc1)NC(C)=O)C(=O)OCC (stereo not given),u,-0.1%,-39%,1.6,-25%,u,6%,-80%,u
CCCOP(=O)(OCCC)C(NC(=O)c1ccccc1)=C(Cl)Cl,u,-0.9%,-9%,-0.2,-1%,2%,-21%,-4%,-2%
CC(=O)O[C@@H]1/C=C/[C@](C)(O)C[C@@H](C)C/C=C/[C@H]2[C@H](O)[C@@](C)(O)[C@@H](C)[C@H]3[C@H](Cc4ccccc4)NC(=O)[C@@]312,i,-0.8%,-66%,0.5,-3%,2%,4%,1%,-10%
O=C(C(=O)N1CCOCC1)c1cn(CCCOc2ccccc2)c2ccccc12,i,0.2%,-12%,-1.9,0%,8%,-1%,3%,3%
COC(=O)C1=C(c2cc3ccccc3o2)C[C@@H]2CC[C@H]1N2C(=O)NCc1ccco1,i,3.2%,10%,-3.6,1%,6%,5%,-3%,0%
CCCCn1c(=O)c(C=Nc2ccc(Cl)cc2)c(O)n(Cc2ccco2)c1=O,i,0.8%,-14%,-6.1,3%,-7%,3%,-24%,-1%

# Sorted by length of the SMILES (ascending): some entries from above.
SMILES,S2 tox,Nrf2 activator,HepG2 viability,IL2 activator,A549 viability,Nrf2 block,EPAC2 agonist,ATXN2 expr inh,TGFb inhibitor
c1ccc2nc(OCCN3CC3)ccc2c1,i,1.6%,-32%,-0.7,-7%,-21%,6%,-15%,3%
COc1ccc(/C=C2\C(=O)NC(=S)N(C)C2=O)cc1C,i,-0.4%,-16%,-0.5,4%,u,-4%,-13%,4%
O=c1[nH]c(=S)n(Cc2ccc(F)cc2)c(O)c1C=NCC1CCCO1 (stereo not given),x,-0.5%,-11%,1.3,-3%,-6%,6%,x,u
CCCCn1c(=O)c(C=Nc2ccc(Cl)cc2)c(O)n(Cc2ccco2)c1=O,i,0.8%,-14%,-6.1,3%,-7%,3%,-24%,-1%
CCOC(=O)CC(NC(=O)C(Cc1ccc(N(CCCl)CCCl)cc1)NC(C)=O)C(=O)OCC (stereo not given),u,-0.1%,-39%,1.6,-25%,u,6%,-80%,u
C[C@@H]1CN([C@H](C)CO)C(=O)c2c(c3ccccc3n2C)-c2ccccc2CO[C@H]1CN(C)Cc1ccc(-c2ccccc2)cc1,u,-1.9%,-48%,-4.6,x,x,4%,u,u
CC(=O)O[C@@H]1/C=C/[C@](C)(O)C[C@@H](C)C/C=C/[C@H]2[C@H](O)[C@@](C)(O)[C@@H](C)[C@H]3[C@H](Cc4ccccc4)NC(=O)[C@@]312,i,-0.8%,-66%,0.5,-3%,2%,4%,1%,-10%

# (cont.)
SMILES,S2 tox,Nrf2 activator,HepG2 viability,IL2 activator,A549 viability,Nrf2 block,EPAC2 agonist,ATXN2 expr inh,TGFb inhibitor
Cc1noc(NS(=O)(=O)c2ccc(NC(=O)CCn3c(=O)oc4ccccc43)cc2)c1C,i,-0.8%,1%,-2.5,2%,u,3%,1%,-7%
O=C(Cc1ccccc1)OCC(=O)N1CCN(S(=O)(=O)c2ccc(Cl)cc2)CC1,i,0.0%,-4%,1.1,11%,2%,7%,-2%,-1%
COc1ccc(OCC#CCN2CCC(C)CC2)cc1,i,1.7%,-9%,-3.8,10%,6%,11%,-14%,-12%
C=CCOC(=O)c1ccccc1N,i,-0.2%,-13%,0.2,0%,-6%,2%,3%,-6%
Cc1cccc(CN2CC=C(c3noc(CCC(=O)Nc4ccc(C)c(F)c4)n3)CC2)c1,u,4.2%,-67%,x,8%,x,x,u,u
CCc1nn(CC(=O)N2CCC3(CC2)OCCO3)c(=O)c2cccn12,i,-0.1%,-4%,-0.9,-4%,2%,-2%,4%,-2%
Cc1ccc(CN2CCN(Cc3ccccc3)CC2)cc1,i,-0.2%,5%,0.4,0%,12%,13%,2%,-3%
CN1C(=O)C(c2ccccc2)C(=O)N(C)C1=O,i,-0.8%,0%,-3.4,-11%,-16%,16%,0%,-3%
O=C(O)c1cc[c]([Sb](=[O])([OH])[OH])cc1[N+](=O)[O-],x,x,-2%,x,6%,14%,x,x,-13%
C1CCC(NC2CCCCC2)CC1,i,0.2%,-26%,-0.7,0%,24%,1%,3%&4%,8%
CC(=CCOc1ccc2ccc(=O)oc2c1)C1=CC(=O)C(C)(C)O1,i,u,-57%,-3.3,x,x,1%,x,u
O=C1C(c2ccccc2)=C(N2CC2)c2ccccc21,u,-0.4%,5%,-0.6,-18%,x,9%,16%,2%
O=C(NC1CN2CCC1CC2)c1cc(Cl)c([N+](=O)[O-])c2nc[nH]c12 (stereo not given),u,u,-38%,-1.2,-12%,-8%,-7%,-8%,u
O=C(c1ccccc1F)N1CCC2(CC1)OCCO2,i,-0.3%,16%,0.0,-12%,u,6%,-4%,22%
CCOC(=O)c1cccc(NC(=O)NCc2ccc3c(c2)CCN3C(=O)c2ccccc2)c1,i,2.9%,-13%,x,0%,x,x,-1%,u
CCOC(=O)c1c(C)n(C(C)C)c2ccc(OC(=O)c3ccc(N4C(=O)CCC4=O)cc3)cc12,i,0.3%,9%,-2.1,0%,5%,3%,7%,19%
CCCCOC(=O)c1ccccc1N,i,-1.3%,1%,-0.4,0%,2%,1%,-15%,0%
O=C1NC(=O)N(Cc2ccc(F)cc2)C(=O)/C1=C/c1cccs1,i,-0.1%,-3%,0.0,0%,23%,5%,-15%,-29%
Cn1c(O)c(C=NC2CCN(Cc3ccccc3)CC2)c(=O)[nH]c1=O,i,-0.4%,-1%,1.3,0%,8%,1%,-19%,-1%
COc1cc(CN=C(C)c2c(O)n(C)c(=O)n(C)c2=O)cc(OC)c1,u,-1.0%,-29%,-0.9,-2%,u,-1%,-17%,-3%
CCOc1cc2c(cc1OCC)-n1cccc1C(c1cccc([N+](=O)[O-])c1)NC2 (stereo not given),i,7.0%,-18%,-1.2,-7%,u,23%,x,u
CCN1CCN(c2nc3c(c(=O)[nH]2)CCCC3)CC1,i,0.3%,-9%,-1.1,12%,u,9%,14%,-7%
COC(=O)CCCNC(=O)CN1CC(c2ccccc2)CC1=O (stereo not given),i,-0.6%,5%,-0.3,0%,x,-1%,-21%,9%
Nc1ccccc1C(=O)OCCc1ccccc1,i,9.8%,1%,-0.3,-1%,u,12%,77%[activator],-9%
COc1ccc2[nH]c3c(c2c1)CCN=C3C,i,-0.3%,-35%,-0.3,-3%,u,0%,-9%,15%
CCCC1=Nc2cc(C(=O)NCCCN(CC)CC)ccc2Sc2ccccc21,u,5.6%,-80%,x,7%,u,x,32µM*,u
